Compound activity deposited in PubChem BioAssay by National Center for Advancing Translational Sciences (NCATS).
BLM helicase inh: qHTS Assay for Inhibitors of Bloom's syndrome helicase (BLM); recombinant BLM DNA unwinding, fluorescence dequenching; Potency, µM (top dose mostly 56.1 µM), for the others: at the top dose activity change, negative = inhibition, actives largely listed as inhibitors; actives 0.2% (n = 350,000); AID 2528, 2010;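 further: plate controls were vehicle for no effect and no enzyme for full effect; nearly all actives have a fitted effect of over 35% in size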
Pol kappa inh: qHTS for Inhibitors of Polymerase Kappa | DNA polymerase kappa (Homo sapiens), Q9UBT6 | purified Pol kappa, fluorescent DNA synthesis assay, 10 min | Potency, µM (top dose mostly 107 µM), without a hit: at the top dose activity, negative = inhibition, hits mostly inhibitors | actives 0.53% (n = 400,000); further: on the % scale 0 is the no-effect control and ±100 the full control effect
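Kinetic fluorescence readout at 0 and 10 min followed reaction start with substrate at 50 nM final. Beforehand, enzyme (10 nM Pol kappa) stood 15 min with compound at room temperature; buffer-only wells were negative controls.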
POLH inh: qHTS for Inhibitors of Polymerase Eta; DNA polymerase eta (Homo sapiens), Q9Y253; recombinant Pol eta, fluorescent DNA replication assay; Potency, µM (series often up to 114 µM), without a hit: at the highest dose activity change, negative = inhibition, usual class: inhibitors; actives 1.2% (n = 390,000); AID 588591, 2011; further: on the % scale 0 is the no-effect control and ±100 the full control effect
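Pol eta at 10 nM preincubated with compounds 15 min at room temperature; reaction started with fluorescent substrate (50 nM final) and read kinetically at 0 and 10 min.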
BAZ2B inh: qHTS Assay for Inhibitors of BAZ2B | AID 504333, 2011 | Bromodomain adjacent to zinc finger domain protein 2B (Homo sapiens), Q9UIF8 | Potency, µM (highest dose often 114 µM), for inactives: at the highest dose activity change, negative = inhibition, actives largely listed as inhibitors | actives 4.4% (n = 360,000) | AlphaScreen BAZ2B-H3K14Ac peptide displacement; further: on the % scale 0 is the no-effect control and ±100 the full control effect; nearly all actives have a fitted effect of over 60% in size
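BAZ2B 50 nM plus b-H3(5-23)K14Ac 50 nM, PBS pH 7.4/0.01% Tween-20, 30 min RT; compound added (max 110 uM), 30 min RT; streptavidin donor/Ni-chelate acceptor beads 10 ug/mL final, 20 min dark; AlphaScreen read.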
Apoferritin bind: qHTS Assay for Identification of Novel General Anesthetics | Ferritin light chain (Equus caballus), P02791 | actives 0.074% (n = 350,000) | Potency, µM (doses to about 77.5 µM), for the others: at the top dose activity change, negative = displacement, hits mostly inhibitors | AID 485281, 2010 | apoferritin/1-aminoanthracene competitive binding, fluorescence; further: on the % scale 0 is the no-effect control and ±100 the full control effect; nearly all actives have a fitted effect of over 20% in size
Target sequence (P02791 2-175 limits assumed): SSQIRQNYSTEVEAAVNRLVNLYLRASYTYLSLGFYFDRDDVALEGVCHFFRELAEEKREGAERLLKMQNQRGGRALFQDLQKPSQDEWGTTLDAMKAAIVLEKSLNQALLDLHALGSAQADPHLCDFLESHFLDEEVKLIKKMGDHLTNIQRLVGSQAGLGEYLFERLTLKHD
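Horse-spleen apoferritin (10 uM) was mixed with 50% saturated 1-aminoanthracene in PBS, exposed to compounds for 10 min at room temperature, and read for fluorescence (ex 380 nm, em 535 nm). Competitive displacement was fitted with a four-parameter Hill equation.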
G9a inh: qHTS Assay for Inhibitors of Histone Lysine Methyltransferase G9a | G9a H3K9 monomethylation, AlphaScreen, 2 h | Potency, µM (doses to about 102 µM), without a hit: top-dose activity, negative = inhibition, actives largely listed as inhibitors | actives 8.8% (n = 350,000) | AID 504332, 2011; further: on the % scale 0 is the no-effect control and ±100 the full control effect; nearly all actives have a fitted effect of over 75% in size
Target sequence (Q96KQ7 913-1193 limits assumed): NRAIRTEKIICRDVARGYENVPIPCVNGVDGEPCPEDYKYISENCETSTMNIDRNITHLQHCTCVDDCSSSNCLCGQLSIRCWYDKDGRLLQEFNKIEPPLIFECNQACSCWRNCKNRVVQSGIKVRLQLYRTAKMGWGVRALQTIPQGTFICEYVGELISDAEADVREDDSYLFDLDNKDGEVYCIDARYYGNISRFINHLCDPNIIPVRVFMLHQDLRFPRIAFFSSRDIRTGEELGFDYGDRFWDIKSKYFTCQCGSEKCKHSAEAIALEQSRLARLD
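Step 1: enzyme (final 20 nM) with compound, 15 min RT. Step 2: substrate peptide 500 nM and SAM 20 uM, 2 h RT. Step 3: anti-H3K9me1 antibody and AlphaScreen beads, 10 min, then plate read.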
Pol iota inh: qHTS for Inhibitors of Polymerase Iota; DNA polymerase iota (Homo sapiens), Q9UNA4; Pol iota fluorescent replication assay, 10 min; Potency, µM (highest dose often 115 µM), for inactives: top-dose activity, negative = inhibition, most hits filed as inhibitors; actives 1% (n = 390,000); AID 588590, 2011
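Pol iota at 10 nM preincubated 15 min with compounds at room temperature; reaction started with fluorescent substrate, 50 nM final. Fluorescence read kinetically at 0 and 10 min; buffer-only wells as negative control.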
POLB inh: qHTS Assay for Inhibitors of DNA Polymerase Beta; P06746; Pol beta primer extension/strand displacement, fluorescence kinetic; Potency, µM (series often up to 114 µM), without a hit: top-dose activity change, negative = inhibition, usual class: inhibitors; actives 1.3% (n = 340,000); AID 485314, 2010; further: on the % scale 0 is the no-effect control and ±100 the full control effect
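Values derive from four-parameter Hill fits of normalized kinetic data: reads at 0 and 10 min following addition of 50 nM substrate to 10 nM Pol beta preincubated 15 min with compound.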
APE1 inh: qHTS Assay for Inhibitors of the Human Apurinic/apyrimidinic Endonuclease 1 (APE1). Potency, µM (doses to about 65.8 µM), inactives show at the top dose activity change, negative = inhibition, usual class: inhibitors. recombinant APE1, TAMRA/BHQ-2 abasic DNA cleavage fluorescence. DNA repair nuclease/redox regulator APEX1 (Homo sapiens), P27695. actives 0.35% (n = 350,000);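 further: plate controls were vehicle for no effect and reference inhibitor for full effect; nearly all actives have a fitted effect of over 55% in size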
Target sequence (P27695 whole entry, looked up): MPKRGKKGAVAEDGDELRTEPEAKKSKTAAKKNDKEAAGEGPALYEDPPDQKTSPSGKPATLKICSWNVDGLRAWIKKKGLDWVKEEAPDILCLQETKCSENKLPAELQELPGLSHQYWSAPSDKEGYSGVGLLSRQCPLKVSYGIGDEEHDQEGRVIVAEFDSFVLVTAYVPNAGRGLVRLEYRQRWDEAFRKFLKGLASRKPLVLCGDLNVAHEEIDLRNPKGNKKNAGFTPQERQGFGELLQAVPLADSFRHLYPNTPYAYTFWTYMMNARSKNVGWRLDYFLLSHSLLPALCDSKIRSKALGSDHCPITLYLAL
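Step 1: APE1 (0.75 nM) with compound, 15 min RT. Step 2: add 50 nM fluorophore/quencher THF duplex. Step 3: three fluorescence reads 60 s apart (525/598 nm); read 3 minus read 1 = reaction progress.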
* marks the source's active call; other numbers are inactive results; ? = inconclusive; / = not tested or not shown; & = joins results of further samples; [ ] = dose if it differs, or a comment. The call rests on the fitted dose curve; in most records, active means well fitted curve in the direction sought with a large enough effect; inconclusive means small, poorly fitted or top-dose-only effect, or another doubt; inactive means no such curve, though single readings can be large; an effect the other way counts as inactive or inconclusive. Potency means the concentration at half of the fitted maximal effect. Some of the compounds tested; the hit share may differ from the screen's.

SMILES | BLM helicase inh | Pol kappa inh | POLH inh | BAZ2B inh | Apoferritin bind | G9a inh | Pol iota inh | POLB inh | APE1 inh
C#CCNC(=O)C1=C[C@@H](c2ccc(C(F)(F)F)cc2)C[C@@H](OCCCCO)O1 | -6% | -2% | -15% | -16% | ? | ? | 19% | -9% | -1%
Cn1nnnc1SCc1ccc(F)cc1 | -1% | -12% | -17% | -4% | -17% | -9%[59 µM] | 3% | -13% | 12%
CCOC(=O)C1C(c2cccc(Cl)c2Cl)NC(=O)NC1(O)C(F)(F)F (configuration not stated) | 2% | -6% | -2% | -18% | -9% | -41%[12.7 µM] | 19% | 15% | -1%
C/C(N)=C(/C#N)C(=O)CSc1nc2ccccc2c(=O)n1-c1ccc(C)c(Cl)c1 | 2% | -5% | -1% | -5% | -3% | 0%[59 µM] | 148%[activator] | -1% | 1%
CC1(C)C(=O)OC(c2cccs2)C2(CCCCC2)C1=O (configuration not stated) | -4% | -4% | ? | 0% | ? | 28%[59 µM] | 10% | 20% | ?
CNC(=O)CN(CCc1ccccc1)S(=O)(=O)c1ccc(OC)cc1 | 0% | -1% | -19% | 6% | 11% | -12% | 26% | 1% | 1%
CCC(C)C(N)C(=O)NC(CCC(=O)OCc1ccccc1)C(N)=O (configuration not stated) | -2% | -20% | -9% | 6% | -6% | 4% | -8% | 0% | 2%
Cc1ccc(NC(=O)CCC(=O)OCC(F)(F)C(F)F)cc1 | 0% | -12% | -10% | -6% | -3% | 11%[12.7 µM] | 2% | ? | 0%
CC(C)n1c(O)c(N=NC(=O)c2ccccc2NS(=O)(=O)c2cccs2)c2ccccc21 | 2% | -1% | -10% | ? | -7% | -16%[59 µM] | -15% | -20% | -9%
Cc1cc(C)n2c(SCC(=O)Nc3cccc(S(N)(=O)=O)c3)nnc2n1 | / | -15% | -9% | / | / | / | 107%[activator] | / | -12%
O=C(/C=C/CCc1ccc2c(c1)OCO2)N1CCCCC1 | / | 5% | -13% | / | / | / | 21% | / | 9%
Cc1cc(C)n(-c2ccc(NC(=O)C3CCN(Cc4ccc(C)o4)CC3)cc2)n1 | 1% | -2% | -4% | -12% | ? | 3%[0.0925 µM] | -1% | 16% | 8%
O=C(NN=C1CCCC1)c1cc(-c2ccccc2)n[nH]1 | 1% | -9% | -17% | 8% | 9% | 20%[59 µM] | 4% | 27% | -1%
Cc1ccc(C(=O)NCC2CCCO2)o1 (configuration not stated) | 0% | -7% | -12% | -15% | -7% | ? | -6% | -23% | -2%
CNc1nc(N)c([N+](=O)[O-])c(Nc2ccccc2OC)n1 | -10% | -2% | -9% | 0% | -7% | 19% | 132%[activator] | 0% | 4%
Cc1ccc(S(=O)(=O)N2CCOCC2)cc1C(=O)Nc1ccccn1 | 2% | -7% | 0% | -2% | 2% | 13%[12.7 µM] | 12% | 14% | 1%
O=C(Cn1c(C(=O)NCc2ccco2)cc2sccc21)c1ccccc1 | -11% | 3% | -12% | ? | -9% | ? | 58%[activator] | ? | -4%
COc1ccc(CCNC(=O)C2CCCN(S(=O)(=O)c3ccc(F)cc3)C2)cc1 (configuration not stated) | -3% | -1% | -6% | -9% | -15% | 1% | 2% | 31% | 26%
COc1cccc(-c2n[nH]c(=S)n2Cc2ccco2)c1OC | -11% | 5% | 4% | -5% | -5% | ? | 12% | 21% | 13%
O=C(CCn1nnc2ccccc21)N1CCC(O)(c2cccc(F)c2)CC1 | 0% | -7% | -2% | -2% | -10% | 8% | 13% | 4% | -10%
O=C(OCCN1CCCCC1)c1ccccc1Br | -3% | 12% | -2% | -25% | -4% | ? | 15% | 3% | 63%[activator]
O=C(Cc1cccs1)Nc1ccc(F)cc1 | -5% | -4% | -18% | -3% | -9% | / | 21% | ? | -9%
CCC1=Nc2cc(C(=O)NC3CCCC3)ccc2Sc2ccc(Cl)cc21 | -2% | 6% | 1% | -10% | -10% | -1%[59 µM] | 7% | 29% | /
Cc1cc(NC(=O)CSc2nc3sc(C)c(C)c3c(=O)n2C2CCCC2)no1 | 2% | -2%[60.1 µM] | 5% | -8% | -6% | 38%[12.7 µM] | 27% | -7% | -8%
Cc1noc(C)c1NC(=O)Nc1ccc2c(c1)C(=O)N([C@H](C)CO)C[C@H](C)[C@@H](CN(C)S(C)(=O)=O)O2 | / | -9% | -10% | / | / | / | -7% | / | 13%
C=CCn1c(SCC(=O)Nc2ccc3c(c2)OCO3)nnc1-c1ccccc1O | -4% | 3% | -12% | -14% | -21% | 9%[12.7 µM] | 31%[activator] | -5% | -8%
CC(=O)N1CCc2cc(N=NC3=C(O)CC(C)(C)CC3=O)ccc21 | -2% | ? | -11% | ? | -14% | -7% | ? | 50% | 10%
Cc1cccc(NC(=O)CC2(CC(=O)O)CCCC2)c1 | -2% | 10% | -11% | 9% | 2% | 20% | -9% | 17% | 5%
Cc1cc(C)nc(CCNC(=O)CC2C(=O)NCCN2Cc2ccccc2)n1 (configuration not stated) | 2% | -2% | -9% | 19% | -1% | ? | 4% | 2% | 80%
Cc1ccc(-c2csc3ncnc(NCCC(=O)O)c23)cc1 | 4% | -6% | -1% | 17% | -7% | / | -5% | 46% | -1%
CCC1(C)Cc2c(sc3nc(NC)n(C)c(=O)c23)CO1 (configuration not stated) | 5% | -11% | -8% | ? | -16% | 32µM* | -12% | -27% | -2%
Cc1ccc(C)c(N(CC(=O)Nc2cc(Cl)ccc2Oc2ccccc2)S(C)(=O)=O)c1 | -11% | -7% | -10% | -31% | -7% | 47%[59 µM] | 11% | 10% | -11%
Cc1ccc(NC(=O)CN2CCN(C)CC2)cc1Br | -11% | -10% | -3% | 50µM* | -7% | / | 23% | 30% | 1%
O=C(/C=C/c1ccc(Cl)cc1)N(Cc1ccccc1)c1ccccn1 | -3% | -7% | -1% | -1% | ? | 20% | 15% | 1% | -7%
O=C(NNC(=O)c1cccs1)c1ccc(Cl)c(Cl)c1 | -3% | -24% | 2% | 0% | -5% | 2%[59 µM] | 22% | 0% | 5%
CCn1cc(C(=O)NCc2ccncc2)c(=O)c2cc(F)c(N3CCN(C(=O)c4ccco4)CC3)cc21 | -4% | 3% | -8% | ? | -2% | / | 55%[activator] | ? | 17%
COC(=O)c1[nH]c2ccccc2c1NC(=O)/C=C/c1ccc2c(c1)OCO2 | 0% | -14% | -2% | -30% | 30% | 1%[59 µM] | -13% | -13% | 11%
C=CCN1C(=O)CN=C1Nc1ccccc1 | -2% | -7% | 9% | 7% | -7% | / | 4% | 28% | -2%
Cn1c(=O)c2c(-c3ccccc3)n(N3CCOCC3)cc2n(C)c1=O | -4% | -12% | 0% | 13% | -7% | 11% | -3% | 19% | -9%
O=C(OC1CCN(c2ccc([N+](=O)[O-])cc2)CC1)c1ccccc1 | -4% | -18% | 3% | -9% | -17% | / | 8% | ? | -4%
Clc1ccc(-c2cnc3ccccc3n2)cc1 | -1% | -5% | -19% | 11% | -10% | 8%[59 µM] | 18% | 39% | 16%
Cc1ccccc1S(=O)(=O)Cc1ccc(C(=O)NC2CCCCC2)o1 | -1%&2% | -19%&-14% | -16%&-6% | -1%&0% | -3%&48% | 3% | 9%&1% | -2%&-3% | 23%
Nc1nc(NC(=O)/C=C\C(=O)O)nn1-c1ccccc1 | -10% | -15% | ? | 22µM* | -4% | 4% | 3% | -2% | 3%
CSC(C1CCCC1)n1nnc2ccccc21 (configuration not stated) | / | 6% | -7% | 21% | / | 16%[2.33 µM] | -16% | / | 29%
CNC(=O)/C(C#N)=C/c1ccc(-c2ccc(Cl)cc2)o1 | -12% | -9% | -24% | -18% | -5% | 8% | 30%[activator] | ? | -3%
CCOc1ccccc1CNC(=O)C1CCN(c2nc3ccccc3nc2C(F)(F)F)CC1 | -1% | -6% | -10% | 0% | -4% | -3%[59 µM] | 9% | -7% | /
O=C(Nc1nc2cc3c(cc2s1)OCCO3)c1ccc(N2C(=O)CCC2=O)cc1 | -3% | 7% | -1% | 4% | -3% | / | -6% | 4% | 19%
CCCCOC(=O)CSc1n[nH]c(=O)[nH]c1=O | 0% | -1% | -10% | 5% | -6% | 7%[12.7 µM] | 10% | 40% | 0%
O=C(O)Cc1ccc(NC(=O)Nc2ccc3c(c2)OCO3)cc1 | -3% | -21% | 5% | -17% | 2% | 6% | 33%[activator] | -13% | 13%
CC12CCCCC1NS(=O)(=O)OC2 (configuration not stated) | 2% | -16% | 3% | -3% | ? | / | -25% | 67% | 0%
Cc1cc(C)n2nc(SCC(=O)Nc3ccc(F)cc3)nc2n1 | -2% | -20% | -15% | -6% | -8% | -11% | -19% | ? | 16%
COc1ccc(C2CN=NC2C(=O)c2ccccc2)cc1 (configuration not stated) | -8% | 11% | -11% | ? | -6% | -3%[59 µM] | -6% | 9% | 5%

Looked up above.
`CCCCOC(=O)CSc1n[nH]c(=O)[nH]c1=O` in Pol iota inh has 10%
`Cc1cc(C)n2nc(SCC(=O)Nc3ccc(F)cc3)nc2n1` in BLM helicase inh has -2%
